STK33 inh: inhibitors of human STK33 kinase; purified STK33, MBP phosphorylation, ADP-Glo luminescence; Q9BYT3; AID 2661; inhibition, % at 10 µM; 320,000 tested, 0.073% active;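 active = inhibition at or above 25%, using the most active replicate where run in duplicate; inactive = inhibition below 25%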
Target sequence (Q9BYT3 whole entry, looked up): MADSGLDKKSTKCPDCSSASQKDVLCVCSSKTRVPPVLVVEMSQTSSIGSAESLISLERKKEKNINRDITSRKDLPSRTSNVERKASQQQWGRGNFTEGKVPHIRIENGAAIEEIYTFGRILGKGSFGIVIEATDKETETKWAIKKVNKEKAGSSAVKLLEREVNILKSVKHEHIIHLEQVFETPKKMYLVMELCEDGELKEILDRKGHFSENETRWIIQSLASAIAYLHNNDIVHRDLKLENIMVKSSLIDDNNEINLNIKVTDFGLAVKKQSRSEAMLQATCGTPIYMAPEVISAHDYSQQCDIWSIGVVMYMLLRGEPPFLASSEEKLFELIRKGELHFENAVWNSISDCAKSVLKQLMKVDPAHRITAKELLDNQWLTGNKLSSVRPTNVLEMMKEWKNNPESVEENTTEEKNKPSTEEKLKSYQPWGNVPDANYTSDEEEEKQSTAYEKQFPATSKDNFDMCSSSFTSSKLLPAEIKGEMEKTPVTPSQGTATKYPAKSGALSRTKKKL
OX1R FRET antag: OX1R (human) antagonism; OX1R-expressing cells, FRET antagonist read-out; inhibition, % at 6.6 µM; 330,000 tested, 1.8% active; AID 485270; in the data active = inhibition mostly above about 38%, no sharp cut-off; inactive = mostly below about 40%;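 note: 0% = agonist challenge alone and 100% = reference antagonist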
Target sequence (O43613 whole entry, looked up): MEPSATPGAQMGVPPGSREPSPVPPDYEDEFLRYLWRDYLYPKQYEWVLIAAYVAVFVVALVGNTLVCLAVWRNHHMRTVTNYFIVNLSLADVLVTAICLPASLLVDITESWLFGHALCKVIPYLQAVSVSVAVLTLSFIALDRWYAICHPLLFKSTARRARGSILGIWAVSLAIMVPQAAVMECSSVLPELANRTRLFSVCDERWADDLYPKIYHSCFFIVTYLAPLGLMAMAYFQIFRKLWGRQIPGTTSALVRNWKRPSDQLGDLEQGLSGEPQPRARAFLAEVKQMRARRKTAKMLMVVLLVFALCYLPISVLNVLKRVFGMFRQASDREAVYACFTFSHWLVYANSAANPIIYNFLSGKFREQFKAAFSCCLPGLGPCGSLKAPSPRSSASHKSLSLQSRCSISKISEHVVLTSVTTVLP
KCNQ2 block: KCNQ2 channel blockers in CHO-K1 cells – cell-based, FluxOR thallium flux, B-score, primary screen (AID 2156); 310,000 tested, 1.1% active; B-score at 10 µM; 20 min; active compounds read low; O88943;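 active = fluorescence ratio B-score at most minus 3 library SDs, with starting brightness B-score within 2 library SDs, cut at about -5.5 in these data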
Numbers without * were called inactive; i = inactive; / = not tested or not shown.

OX1R FRET antag	KCNQ2 block	STK33 inh	smiles
19	i	3.3	COc1ccc(S(N)(=O)=O)cc1C(=O)NCC(C)(C)N1CCCCC1
13	i	0.7	Fc1ccc(F)c(CN2CCN(c3ncccn3)CC2)c1
16	i	-1.2	COc1ccc2[nH]c3c(c2c1)CCN1C(=O)N([C@@H](C)C(=O)NCc2ccccc2)C(=O)[C@]31C
4	/	0.6	C[C@H](CO)N1C[C@H](C)[C@@H](CN(C)S(C)(=O)=O)Oc2ccc(NC(=O)C3CCCCC3)cc2C1=O
15	i	-0.2	Cc1cc(NCc2ccccc2)nc(N2CCOCC2)n1
-1	i	/	COc1ccc(C(=O)NCC(c2ccco2)N2CCOCC2)cc1OC (stereo not given)
3	/	0.1	O=C(COC(=O)CNC(=O)C1CCCCC1)Nc1cc(C(F)(F)F)ccc1Cl
33	i	-1.1	N=C(c1cccc([N+](=O)[O-])c1)N1CCCCC1
9	i	-1.8	Cc1nn(-c2ccccc2)c(=S)n1-c1ccccc1
-4	/	2.8	Cc1cc(C(=O)COc2cccc([N+](=O)[O-])c2)c(C)n1C1CC1
4	-6*	-0.3	COC(=O)C1C(O)=C(C=Nc2cccc3ccccc23)C(=O)CC1(C)C (stereo not given)
10	i	0.4	COc1ccc(NC(=O)CN(C)CC(=O)Nc2sc3c(c2C(N)=O)CCC3)cc1
8	i	-2.5	Cc1nn(Cc2ccccc2)c(C)c1NC(=O)c1cccs1
4	i	-1.6	COCCNC(=O)CSCc1c(F)cccc1Cl
24	i	0.9	COCCn1c(=NC(=O)CCS(=O)(=O)c2ccccc2)sc2c(OC)ccc(OC)c21
13	i	-1.0	FC(F)(F)C12CC(c3ccccc3)=NCCN1CCN2 (stereo not given)

An excerpt from above, showing only OX1R FRET antag:
Structure	OX1R FRET antag
Cc1cc(C(=O)COc2cccc([N+](=O)[O-])c2)c(C)n1C1CC1	-4
COC(=O)C1C(O)=C(C=Nc2cccc3ccccc23)C(=O)CC1(C)C (stereo not given)	4
COc1ccc(NC(=O)CN(C)CC(=O)Nc2sc3c(c2C(N)=O)CCC3)cc1	10
Cc1nn(Cc2ccccc2)c(C)c1NC(=O)c1cccs1	8
COCCNC(=O)CSCc1c(F)cccc1Cl	4

Carrying on:
OX1R FRET antag	KCNQ2 block	STK33 inh	smiles
18	/	-1.3	C=CC[C@H](CC(=O)N(CCO)Cc1ccccc1)C(=O)N[C@H](COC(=O)[C@@H](CC=C)Cc1ccc(F)cc1)Cc1ccccc1
17	i	3.0	Cc1ccc(Cc2cnc(NC(=O)c3ccco3)s2)cc1
42	i	0.3	COc1ccc(/C=C2\C(=O)NC(=S)N2C(=O)c2ccc(C)cc2)cc1
-1	/	-1.6	CN(CC(=O)Nc1ccc(F)cc1)C(=O)Cn1cnc2ccc(Cl)cc2c1=O
13	i	1.0	Cc1cnc(C)c(N2CCC(C(=O)NC(C)c3cccs3)CC2)n1 (stereo not given)
21	i	1.3	COc1cccc(CNc2cc(CSc3ccc(Cl)cc3)nc(C)n2)c1
-8	i	-0.9	COc1ccc2[nH]cc(S(=O)(=O)c3ccc(C(C)C)cc3)c(=O)c2c1
28	i	1.1	CCC1Oc2ccc(C)cc2N(CC(=O)NCC2COc3ccccc3O2)C1=O (stereo not given)
0	i	1.2	N#Cc1nc(N2CCOCC2)nc(N2CCOCC2)n1
14	i	-0.3	COc1ccccc1CNC(=O)CN(C)S(=O)(=O)c1ccc(Br)s1
0	i	0.8	COc1ccc2oc(=O)cc(C)c2c1
19	i	-1.6	COc1ccccc1-n1c(SCC(=O)N2CCOCC2)nc(O)cc1=O
13	i	-0.8	O=C(O)C1C2C=CC3(CN(c4cccc(C(F)(F)F)c4)C(=O)C13)O2 (stereo not given)
12	i	0.0	C=CCN1C(=O)/C(=C/c2ccccc2)S/C1=N/c1nccs1
10	i	-0.4	CC(C)NC(=O)c1ccc(OC2CSC2)cc1
7	i	-0.4	Cc1nc2ccc(C(=O)O)cc2[nH]1
8	i	-0.3	O=C(Nc1nnc(-c2ccccc2)o1)C1CCCCC1
16	i	-1.1	NNC(=O)CCc1c[nH]c2ccccc12
2	i	-1.0	CC(C)COc1ccc(C(=O)OCCN2CCCCC2)cc1
5	i	-0.6	Cc1ccc(S(=O)(=O)N(C)CC(=O)N2CCN(c3ccccn3)CC2)cc1
2	i	-0.3	C=CCOc1ccc(-c2nc3c(c(=O)[nH]c(=O)n3CCCC)n2C)cc1OC
21	-8.5*	-0.8	COc1cccc(/C=C(/C(=O)OCC(=O)NC2CCCCCCC2)c2ccccc2)c1
14	i	-1.8	CCCCCCC(=O)Nc1ccc(C(=O)N2CCCC2)cc1
17	i	-2.0	CC(Oc1ccc(Cl)cc1Cl)C(=O)NN=C1CCN(C)CC1 (stereo not given)
12	i	-0.9	Cc1ccccc1NC(=O)CCC(=O)N/N=C/c1c[nH]c2ccccc12
10	i	0.2	Cc1ccc(C(=O)N/C(=C/c2ccco2)C(=O)NC2CCS(=O)(=O)C2)cc1 (stereo not given)
14	i	-0.1	COc1ccccc1CN1CCC(n2nccc2NC(=O)CCCc2ccccc2)CC1
49	i	-1.9	CN(C(=O)C1CCN(S(=O)(=O)c2cccc3nonc23)CC1)C1CCCCC1
3	/	-1.6	CCn1c(SC)nc2cc(S(=O)(=O)N3CCCCC3)ccc21
42	i	-0.5	O=C(COC(=O)/C=C/c1ccccc1[N+](=O)[O-])NC1CCS(=O)(=O)C1 (stereo not given)
16	i	0.9	COc1ccc(OC)c(/C=N/NC(=O)C(=O)N2CCCC2)c1
2	i	5.0	Cc1ccc(Cl)cc1NC(=O)CCN1C(=O)C2C3CCC(C3)C2C1=O (stereo not given)

Six entries from above, tab-delimited.
structure	OX1R FRET antag	KCNQ2 block	STK33 inh
Cc1ccc(C(=O)N/C(=C/c2ccco2)C(=O)NC2CCS(=O)(=O)C2)cc1 (stereo not given)	10	i	0.2
COc1ccccc1CN1CCC(n2nccc2NC(=O)CCCc2ccccc2)CC1	14	i	-0.1
CN(C(=O)C1CCN(S(=O)(=O)c2cccc3nonc23)CC1)C1CCCCC1	49	i	-1.9
CCn1c(SC)nc2cc(S(=O)(=O)N3CCCCC3)ccc21	3	/	-1.6
O=C(COC(=O)/C=C/c1ccccc1[N+](=O)[O-])NC1CCS(=O)(=O)C1 (stereo not given)	42	i	-0.5
COc1ccc(OC)c(/C=N/NC(=O)C(=O)N2CCCC2)c1	16	i	0.9

Following part
OX1R FRET antag	KCNQ2 block	STK33 inh	smiles
13	i	-0.8	COC(=O)C1CN(C(=O)COc2ccc(Cl)cc2Cl)c2ccccc2O1 (stereo not given)
16	i	-0.1	CC(=O)Nc1ccccc1N(C)S(=O)(=O)c1ccc(C)cc1
/	i	-2.1	CC(CCc1ccccc1)NC(=O)[C@@H]1Cc2ccccc2CN1 (stereo not given in full)
15	i	1.3	CC1(c2ccc([N+](=O)[O-])cc2)NC(=O)N(CC(=O)Nc2cccnc2Cl)C1=O (stereo not given)
19	i	-1.5	Cc1cc(OC(C)C(=O)NNC(=O)Nc2ccc(F)cc2F)cc(C)c1Cl (stereo not given)
5	i	0.0	Cc1c(OCC(=O)N2CCC(C(=O)O)CC2)ccc2c3c(c(=O)oc12)CCCC3
9	/	0.6	CC(C)NC(=O)N(C)C[C@H]1Oc2c(NC(=O)Nc3ccc(C(F)(F)F)cc3)cccc2C(=O)N([C@H](C)CO)C[C@@H]1C
8	i	-5.5	COc1cccc(NC(=O)C(C)SCc2ccccc2)c1 (stereo not given)
5	i	-0.4	Cc1ccc(-c2nn(CCC(=O)Nc3cccnc3)c(=O)c3ccccc23)cc1
3	i	0.0	CCOC(=O)C/C(C)=N/NC(=O)Nc1ccccc1
11	i	-1.2	CCCOc1ccc(C(=O)N2CCCc3ccccc32)cc1
11	i	0.0	CCOC(=O)Nc1ccc2c(c1)nc(CN1CCN(C(C)=O)CC1)n2C
35	i	-1.0	Cc1ccc(/C=C2\SC(=O)N(CCNC(=O)C3CSC4(C)CCC(=O)N34)C2=O)cc1 (stereo not given)
15	i	-1.9	O=C(c1nc2ccccn2c1CNCCOc1cccnc1)N1CCOCC1
10	i	-1.8	CC(=O)c1ccc(NC(=O)C(NC(=O)c2ccccc2)=C(C)C)cc1
17	i	-0.9	CC(C)C12CN3CCN(CC(C3)/C1=N\NC(=O)Nc1ccccc1)C2
13	i	/	CCSc1ncnc2sc(C)c(C)c12
0	i	-0.7	CCNS(=O)(=O)c1ccc(CCC(=O)Nc2ccccc2C(=O)OC)cc1
2	i	-1.1	CCN(CC)c1nc(-c2nn[nH]n2)nc(N(CC)CC)n1
-1	i	1.7	O=C(Nc1ccnc(-c2ccncc2)n1)C1CC1
14	i	-0.8	Cc1ccc2[nH]c(C)c(CC(=O)NCc3ccccc3)c2c1
7	i	-1.2	O=C(NCc1cccnc1)c1ccc(NS(=O)(=O)c2ccccc2)cc1
4	i	-2.3	C=CCc1cc(Cl)ccc1OCCCNCCO
-2	i	0.1	CC(C)CN1CCN(Cc2ccc3ncccc3c2)CC1CCO (stereo not given)
22	i	0.0	Cc1cc(Cl)ccc1NC(=O)NC1CCN(S(=O)(=O)c2ccc(F)cc2)CC1
9	i	-1.1	COc1ccc(-c2coc3cc4oc(=O)cc(C)c4cc23)cc1F
8	i	-1.1	O=C(COC(=O)CC(c1ccccc1)c1ccccc1)NCc1ccccc1
23	i	-0.9	O=C(NC1(C(F)(F)F)NC(=O)N(c2ccc(F)cc2)C1=O)c1cccs1 (stereo not given)
4	i	-0.2	CCN(C(=O)CSc1nc2ccccc2c(=O)n1C(C)COC)C1CCS(=O)(=O)C1 (stereo not given)
5	i	0.8	CCCn1c2c(c(O)c(C(=O)Nc3ccccc3)c1=O)CCCC2
11	i	-1.4	Cc1ccc(Cl)c(OCC(=O)Nc2ccccc2C(=O)NC2CC2)c1
3	i	-0.7	O=S(=O)(c1ccccc1S(=O)(=O)N1CCCCC1)N1CCCCC1
6	i	-1.6	COCCNC(=O)c1onc(CSc2cccc(OC)c2)c1C(=O)O
8	i	-0.6	Cc1ccc(SCCCn2cnc3ccccc3c2=O)cc1
4	i	-0.7	Cc1nc(C(F)(F)F)ccc1C(=O)Nc1ccc(C(F)(F)F)cn1
14	i	-2.0	Cc1cccc(/N=C/c2c(O)n(Cc3ccc4c(c3)OCO4)c(=O)c3ccccc23)n1
13	i	-1.4	Cc1cccc(C)c1N1C(=O)[C@@H]2C(c3ccccc3Cl)=NO[C@@H]2C1=O
23	i	/	O=C(CNc1ccc(Br)cc1)NNC1=NCCC1
5	i	-0.6	CC(=O)Nc1c2c(nn1-c1ccccc1)CSC2
21	/	-1.2	O=[N+]([O-])c1ccccc1CNCCO
15	i	-1.6	CSc1cccc(NC(=O)CN2C(=O)COc3ccc(S(=O)(=O)N4CCOCC4)cc32)c1
54	i	-0.7	O=C(O)c1cc(-c2ccccc2)c(N2CCOCC2)s1
8	i	0.5	OC1(C#Cc2c(-c3ccsc3)oc3ccc(N4CCOCC4)cc23)CCCCC1
-1	/	-1.4	C[C@H](CO)N1C[C@H](C)[C@@H](CN(C)C(=O)Nc2ccc3c(c2)OCO3)Oc2c(NC(=O)Nc3ccc4c(c3)OCO4)cccc2C1=O
24	i	-0.5	CCSc1nnc(CNc2ccc(F)cc2)n1CC1CCCO1 (stereo not given)
15	i	-0.2	CCCOC(=O)CN1C(=O)c2ccccc2C1=O
1	i	-1.1	CCOc1ccc(/C=N/NC(=O)c2nnn(-c3nonc3N)c2COc2ccc(F)cc2)cc1
24	i	-0.4	CCOC(=O)C1=C(CSc2nc3c(cc2C#N)CN(C)CC3)OC(N)=C(C#N)C1c1ccc(F)cc1 (stereo not given)
9	i	-0.4	CCOc1ccc(CN2CCN(CCCc3ccccc3)C(CCO)C2)cc1 (stereo not given)
8	i	0.3	Cc1c(NC(=O)CSc2nnnn2-c2ccc(C(=O)O)cc2)c(=O)n(-c2ccccc2)n1C
2	/	0.9	COc1ccc(C(CNC(=O)c2cccc(S(=O)(=O)N3CCOCC3)c2)N2CCOCC2)cc1 (stereo not given)
-1	i	-1.0	O=C(CSc1ncnc2c1oc1ccccc12)Nc1cccc(F)c1
-2	/	-0.7	CC(C)[C@H](NC(=O)c1ccccc1F)C(=O)Nc1ccc2c(c1)OCO2
6	i	-0.2	COc1ccc(C(=O)N/C(=C\c2ccccc2)C(=O)NC(CC(C)C)C(=O)O)cc1 (stereo not given)
2	i	-0.4	CCCCc1ccc(NC(=O)NCc2ccccn2)cc1
18	i	0.9	O=c1[nH]c(CSc2ccccn2)nc2c1cnn2-c1ccccc1

Following part
OX1R FRET antag	KCNQ2 block	STK33 inh	smiles
13	i	0.2	CCCc1nnc(NC(=O)CCC(=O)N2CCN(C3c4ccccc4-c4ccccc43)CC2)s1
22	i	-2.1	O=C(CSc1ncnc2c1oc1ccccc12)Nc1nc2ccccc2s1
21	i	-0.7	CCC(=O)N1CCc2cc(Br)cc(S(=O)(=O)N3CCCCCC3)c21
23	i	-0.1	CCOc1cc(/C=N/NC(=O)c2cc(-c3cccc(OC)c3)nc3ccccc23)ccc1O
2	i	2.3	COc1cccc(C2C3=C(CCCC3=O)NC3=C2C(=O)c2ccccc23)c1 (stereo not given)
23	i	0.2	O=C(NC(=S)Nc1ccccc1N1CCOCC1)c1ccc(Br)cc1
8	/	-0.2	O=C(Cc1cccc([N+](=O)[O-])c1)Nc1ccc(C(=O)N2CCOCC2)cc1
9	/	-0.1	CCOc1ncccc1C(=O)OCC(=O)NCCCc1ccccc1
13	/	-1.1	O=C1C=C(c2ccc(Oc3ccccc3)cc2)C[C@@H](c2ccc(F)cc2)C1
